# Screens as filed in PubChem.
# RGS4 pot = RGS4 potentiators or activators, primary screen, cell-based, HEK293 M3R inducible RGS4, calcium flux; B-score at 10 µM; carbachol calcium flux Fluo4; active compounds read low; hit rate 0.92% among 310,000;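 active = B-score of the integrated calcium signal more than 4 SD below the library mean, with starting fluorescence not abnormally high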;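 note: negative B-score means reduced calcium response which marks RGS4 activation or potentiation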
#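 Also added: carbachol at ECmax as muscarinic agonist stimulus; Assay system: HEK293 cells with stable M3R and inducible RGS4; Timing: overnight RGS4 induction, 30 min dye load 37 °C, 20 min compound RT; Measured by: Fluo4-AM (2 µM) calcium-flux fluorescence, kinetic read.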
# PolyA inh = polyadenylation inhibitors in yeast reporter cells, primary screen, luminescence, S. cerevisiae; S. cerevisiae SKY197-pL101 polyadenylation reporter, beta-gal luminescence; efflux-impaired pdr1/pdr3 knockout yeast; score 100 = 6 SD above DMSO; calls only at 12 µM; hit rate 0.02% among 300,000; AID 1875, 2009;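 active = lowest replicate activity score at least 50, where 100 means six control SD above control mean; inconclusive = lowest score under 50 but half or more replicates reach 50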;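 note: yeast exposed to compound for 9 h at 30 °C; higher score means more reporter readthrough which indicates perturbed polyadenylation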
# DYRK1A inh = rat Dyrk1A kinase inhibitors, primary screen, biochemical, single point, plate reader. Dual specificity tyrosine-phosphorylation-regulated kinase 1A (Rattus norvegicus), Q63470. ADP-Glo luminescence, NFATc1 peptide. inhibition, % at 12.5 µM. hit rate 0.43% among 310,000; in the data active = inhibition above about 50%;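 note: plate controls were vehicle with enzyme for no effect and no enzyme for full effect; many of its hits are not listed in these tables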
# GSK3beta inhib = human GSK3beta kinase inhibitors, primary screen, biochemical, cell-free homogeneous, HTS. AID 2097, 2009. activity score (negative = inhibition), % at 10 µM. GST-GSK3beta kinase, ADP-Glo luminescence, 60 min; active compounds read low. hit rate 0.038% among 300,000. Glycogen synthase kinase-3 beta (Homo sapiens), P49841;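 active = more than half of replicate wells score below -50%, meaning over 50% inhibition versus plate controls; inconclusive = some replicates but at most half score below -50%; inactive = no replicate scores below -50%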;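 note: 0% = median DMSO wells and -100% = median GW8510 positive control wells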
# Target sequence (P49841 whole entry, looked up): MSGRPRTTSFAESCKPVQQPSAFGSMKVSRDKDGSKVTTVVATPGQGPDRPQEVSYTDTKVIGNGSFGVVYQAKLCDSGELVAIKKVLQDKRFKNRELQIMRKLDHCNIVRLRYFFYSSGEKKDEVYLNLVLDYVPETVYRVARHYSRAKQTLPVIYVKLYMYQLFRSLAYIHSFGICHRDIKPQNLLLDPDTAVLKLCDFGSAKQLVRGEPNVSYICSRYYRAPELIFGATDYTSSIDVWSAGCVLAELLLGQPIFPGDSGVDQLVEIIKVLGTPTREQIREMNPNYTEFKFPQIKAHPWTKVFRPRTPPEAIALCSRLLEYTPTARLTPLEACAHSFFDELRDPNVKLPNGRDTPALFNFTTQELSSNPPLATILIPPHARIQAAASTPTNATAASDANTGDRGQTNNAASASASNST
#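 Test system: GST-fused GSK3beta enzyme, cell-free | Quantity: 1.6 ng GST-GSK3beta enzyme per well | Reagent: 25 µM ATP with peptide substrate | Schedule: 60 min enzyme reaction, room temperature | Signal: Luminescent ADP-Glo measurement of ADP formed | Read-out basis: Score relative to plate controls | Control set: DMSO and 20 µM GW8510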
# KCNQ1 pot = potentiators or activators of KCNQ1 channel, primary screen, cell-based, thallium flux, high-throughput. Potassium voltage-gated channel subfamily KQT member 1 (Homo sapiens), P51787. CHO-K1 KCNQ1, thallium flux FluxOR fluorescence; active compounds read high. B-score at 10 µM. hit rate 0.35% among 310,000. AID 2648, 2010;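 active = fluorescence ratio B-score, a plate-corrected score, at least three library SD, with initial intensity B-score within 5 SD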
#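 Assay system: stable KCNQ1 CHO-K1 line; medium: assay buffer, equal DMSO in all wells; timing: 90 min dye loading and 20 min compound exposure, both at room temperature; technique: kinetic FluxOR thallium fluorescence, 10-s 1-Hz baseline, 110-s post-stimulus read; read-out basis: B score of baseline-normalized fluorescence ratio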
# GSK3 alpha inh = blockers of GSK3A enzyme activity – biochemical, luminescence, cell-free homogeneous, HTS, primary screen. AID 2650, 2010. hit rate 0.1% among 320,000. Glycogen synthase kinase-3 alpha (Homo sapiens), P49840. inhibition, % at 10 µM. GSK-3 alpha kinase, ADP-Glo luminescence, 60 min;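 in the data active = inhibition above about 50%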;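 note: GST-tagged GSK-3 alpha with peptide substrate and 25 µM ATP; 0% = DMSO neutral wells and 100% = GW8510 positive control wells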
# KCNK3 inh = human KCNK3 channel inhibitors, primary screen, CHO cells, FluxOR thallium flux, B-score; Potassium channel subfamily K member 3 (Homo sapiens), O14649; FluxOR fluorescence; active compounds read low; B-score at 10 µM; hit rate 0.84% among 340,000; AID 602410, 2012;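 active = B-score under library mean minus 4 SD, starting fluorescence ratio at most library mean plus 5 SD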;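 note: more negative B-score means stronger inhibition of thallium flux through KCNK3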
# Target sequence (O14649 whole entry, looked up): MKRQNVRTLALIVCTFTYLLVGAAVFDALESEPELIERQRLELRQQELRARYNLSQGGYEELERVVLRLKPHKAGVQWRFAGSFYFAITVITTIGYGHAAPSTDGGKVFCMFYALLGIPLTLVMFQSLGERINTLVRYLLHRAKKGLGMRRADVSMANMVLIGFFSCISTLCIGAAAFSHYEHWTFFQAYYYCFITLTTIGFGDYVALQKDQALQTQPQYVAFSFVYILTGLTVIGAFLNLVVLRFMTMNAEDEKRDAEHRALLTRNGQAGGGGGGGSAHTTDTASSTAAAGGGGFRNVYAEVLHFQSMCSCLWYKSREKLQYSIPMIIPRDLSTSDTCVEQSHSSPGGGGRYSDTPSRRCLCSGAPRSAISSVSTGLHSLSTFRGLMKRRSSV
# HDAC3 inhib = HDAC3 deacetylase inhibitors, primary screen, biochemical, fluorescence, cell-free homogeneous; Histone deacetylase 3 (Homo sapiens), O15379; recombinant HDAC3, fluorogenic peptide/trypsin coupled; inhibition, % at 8.3 µM; hit rate 0.15% among 320,000; AID 2718, 2010; in the data active = inhibition above about 26%, passing the limit was not always enough; inconclusive = no clear call, values can overlap the other calls
# KCNK9 block = KCNK9 potassium channel inhibitors, primary screen, HEK293 cells, thallium flux | Potassium channel subfamily K member 9 (Homo sapiens), Q9NPC2 | FluxOR thallium flux fluorescence; active compounds read low | B-score at 10 µM | hit rate 1.2% among 310,000 | AID 488922, 2010;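 active = ratio B-score over 3 SD below the library mean, with starting fluorescence within 5 SD of its mean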;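 note: negative B-score means less thallium flux so channel inhibition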
# KCNQ1 block = inhibitors of human KCNQ1 channel, primary screen, cell-based, thallium flux, high-throughput. CHO-K1 KCNQ1, FluxOR thallium flux fluorescence; active compounds read high. hit rate 1.3% among 310,000. B-score at 10 µM. AID 2642, 2010;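 active = compounds whose thallium flux B-score, printed positive for inhibition, exceeds three library SD while starting fluorescence stays within three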;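 note: channel opened by potassium depolarization with thallium stimulus after 20 min compound exposure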
# hERG rescue = hERG rescue from dofetilide block, primary screen, cell-based, CHO-hERG, FluxOR thallium flux, dofetilide IC70; activation (rescue from dofetilide block), less the hit threshold, % at 10 µM; hit rate 0.51% among 310,000; dofetilide IC70 present;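 active = activation above the mean of controls blocked by dofetilide plus 5 SD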;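 note: thallium influx through hERG after potassium depolarization seen as dye fluorescence rise; in these data hits start at about 4.7%; inactives centre near -7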
# * marks the source's active call; other numbers are inactive results; i = inactive; ? = inconclusive; / = no result given. The list is partial (hit frequency here may not be typical).
Compound	DYRK1A inh	hERG rescue	GSK3beta inhib	KCNQ1 pot	KCNK9 block	HDAC3 inhib	KCNQ1 block	PolyA inh	RGS4 pot	KCNK3 inh	GSK3 alpha inh
Fc1cccc(NC(=S)Nc2ccc(Br)cc2)c1	0	-22	-3	i	i	-3	i	i	i	i	/
Cc1cccc(NC(=O)CSc2ccc(-c3ccccn3)nn2)c1C	/	-11	-1	i	i	-5	i	i	i	i	-2
COc1ccccc1NC(=O)Cc1nnc(SCC(=O)NC2CCCC2)n1C	9	-9	/	i	i	-4	i	i	i	i	-1
Cc1ccc(F)cc1NC(=O)c1c(-c2ccccc2)noc1C	4	1	2	i	i	3	i	i	i	i	0
COc1cccc(C2c3[nH]c4ccccc4c3CCN2CCCn2cccn2)c1 (centres undefined)	-3	-8	0	i	i	-11	i	i	i	i	1
CCOc1ccc(N2C(=O)/C(=C/c3cccs3)N(C)C2=S)cc1	-6	-12	0	i	i	1	i	i	i	i	-4
COc1ccc(OC2CCN(S(=O)(=O)c3ccc(C(C)=O)cc3)CC2)cc1	-8	-3	2	i	i	3	i	i	i	i	0
Cc1ccc(-n2c(=O)cc(N3CCCCCC3)[nH]c2=O)cc1	3	-8	-2	i	i	5	i	i	i	i	3
O=[N+]([O-])c1ccc(N/N=C/c2cccs2)nc1	-13	-9	2	i	i	-5	i	i	i	i	2
CC(C)OP(C)(=O)CN1CCN(CP(C)(=O)OC(C)C)CC1 (centres undefined)	-2	-7	-3	i	i	-12	i	i	i	i	-2
COc1ccccc1/C=N/NC(=O)CN(C1=NS(=O)(=O)c2ccccc21)c1ccccc1	-2	-10	2	i	i	5	i	i	i	i	-2
Cc1cccc(-c2noc(CNC(=O)c3ccc4c(c3)OCO4)n2)c1	-8	-6	-1	i	i	8	i	i	i	i	-2
CC12CCC(=O)N1C(C(=O)NNC(=O)COc1ccc(Br)cc1)CS2 (centres undefined)	12	-13	8	i	i	-2	i	i	i	i	-2
c1ccc(CNCc2ccc3c(c2)OCO3)nc1	1	-9	-4	i	i	3	i	i	i	i	-3
COc1ccc(N2C(=NC(=O)C3CCCCC3)SC3CS(=O)(=O)CC32)cc1OC (centres undefined)	/	-5	7	i	i	0	i	i	i	i	-1
O=S(=O)(c1cc(Cl)ccc1Cl)N1CCC2(CC1)OCCO2	-5	-5	0	i	i	1	i	i	i	i	3
CCOc1ccc(C2C(C(=O)/C=C/c3ccco3)=C(O)C(=O)N2CCN2CCOCC2)cc1OC (centres undefined)	-1	-17	4	i	i	11	i	i	i	i	-2
Cc1csc2c(NC3CCN(Cc4ccccc4)CC3)ncnc12	10	-7	-10	i	i	3	i	i	i	i	-3
COC(=O)c1ccc(N2CCN(CC(=O)c3ccc(C)cc3)CC2)c([N+](=O)[O-])c1	10	-3	-1	i	i	6	i	i	i	i	-2
CC(O)Cn1ccccc1=N (centres undefined)	5	-3	3	i	i	-6	i	i	i	i	-1
Cc1cc(C)c(NC(=O)CC(=O)c2ccccc2)c(Cl)c1	-1	-1	-4	i	i	-3	i	i	i	i	-2
COC(=O)[C@@]12CCCN1[C@H](c1ccc(-c3ccccc3)cc1)[C@@H]1C(=O)N(C)C(=O)[C@@H]12	24	-8	2	i	i	3	i	i	i	i	2
CC(C)(C)c1ccc(C2(C)NC(=O)NC2=O)cc1 (centres undefined)	-9	-9	1	i	i	0	i	i	i	i	-3
CCOc1ccc(OCCN(C)Cc2ccccc2)cc1	-2	-7	-1	i	i	-1	i	i	i	i	-2
CCCN(C(=O)CSc1nc2ccccc2n1CC)C1CCS(=O)(=O)C1 (centres undefined)	-1	-11	3	i	i	-1	i	i	i	i	1
CCSc1nnc(-c2ccc(S(=O)(=O)N3CCOCC3)cc2)n1CC1CCCO1 (centres undefined)	1	-6	3	i	i	-10	i	i	i	i	-3
O=C(CSc1nnc(-c2ccncc2)n1Cc1ccccc1)NC1CCCc2ccccc21 (centres undefined)	-1	-11	0	i	i	-4	i	i	i	i	-1
CSc1ccc(CN(C)C(=O)c2cc(=O)c3ccccc3o2)cc1	11	-11	-3	i	i	1	i	i	i	i	-1
CCOC(=O)Cc1c(C)nc2c(-c3ccccc3)cnn2c1C	1	-7	1	i	i	-10	i	i	i	i	-9
CCOC(=O)Nc1ccc(NC(=O)c2c(OC)cccc2OC)cc1	9	-11	4	i	i	/	i	i	i	i	5

# An excerpt of these results, with two lines to a compound.
# Values run as follows: DYRK1A inh	hERG rescue	GSK3beta inhib	KCNQ1 pot	KCNK9 block	HDAC3 inhib	KCNQ1 block	PolyA inh	RGS4 pot	KCNK3 inh	GSK3 alpha inh
> COC(=O)c1ccc(N2CCN(CC(=O)c3ccc(C)cc3)CC2)c([N+](=O)[O-])c1
  10	-3	-1	i	i	6	i	i	i	i	-2
> CC(O)Cn1ccccc1=N (centres undefined)
  5	-3	3	i	i	-6	i	i	i	i	-1

# Remaining list, next part
Compound	DYRK1A inh	hERG rescue	GSK3beta inhib	KCNQ1 pot	KCNK9 block	HDAC3 inhib	KCNQ1 block	PolyA inh	RGS4 pot	KCNK3 inh	GSK3 alpha inh
CSc1ccccc1NC(=O)c1ccc(CN2CCOCC2)cc1	4	-5	-2	i	-11*	-11	i	i	i	i	0
CC1CCN(C2=C(NS(=O)(=O)c3ccccc3)C(=O)c3ccccc3C2=O)CC1	-8	-21	-3	i	i	/	i	i	i	i	0
COC(=O)C1C(=O)c2c([nH]c(C(=O)OCCSC)c2C)CC1C (centres undefined)	1	-5	-8	i	i	6	i	i	i	i	2
CCOc1ccc(CCNC(=O)COC(=O)c2ccc(OC)c(OC)c2OC)cc1OCC	/	-10	-1	i	i	3	i	i	i	i	-1
CCOc1ccc(N2C(=O)CC(Sc3nc(CC(C)C)ccc3C#N)C2=O)cc1 (centres undefined)	3	-13	0	i	i	9	i	i	i	i	-2
COc1ccc(C(=O)/C=C/Nc2cc(C)ccn2)cc1	15	-6	-10	i	i	-7	i	i	i	i	3
S=c1[nH]nc(COc2ccc(Cl)cc2)n1C1CCCCC1	-1	-2	1	i	i	13	i	i	i	i	-3
NC(=S)COc1ccccc1	-6	-3	4	i	i	0	i	i	i	i	-4
COc1ccc(OC)c(Cc2nnc(CCC(=O)N3CCCCCC3)o2)c1	-4	-4	0	i	i	2	i	i	i	i	-1
CC1CCN(Cc2ccc(-c3nnn(CC(=O)Nc4ccccc4Cl)n3)cc2)CC1	-7	-13	-2	i	i	1	i	i	i	i	0
CN(C)c1ccc(/C=C(/NC(=O)c2ccccc2)C(=O)N2CCCC2)cc1	-4	-9	-4	i	i	7	i	i	i	i	-1
COc1nc(-c2ccccc2)ccc1-c1noc(-c2ccccc2F)n1	8	-2	0	i	i	-2	i	i	i	i	0
CCOc1cc(CNCc2ccccn2)cc(Cl)c1OC	-1	-7	6	i	i	0	i	i	i	i	-2
O=Cc1ccc(N2CCCC2)c(F)c1	-5	-6	-4	i	i	9	i	i	i	i	3
Cc1ccc(NC(=O)C2(N3CCC3=O)CCCCC2)cc1	-2	-12	1	i	i	1	i	i	i	i	-1
COc1ccc(N(C)S(=O)(=O)c2cccc(C(=O)NC3CCCC(C)C3C)c2)cc1 (centres undefined)	4	-17	3	i	i	-5	i	i	i	i	0
COc1ccc(/C=C/c2c([N+](=O)[O-])c(=O)n(C)c(=O)n2C)cc1OC	-3	-6	0	i	i	5	i	i	i	i	-3
CCC(NC(=O)NC1=NCCS1)(C(F)(F)F)C(F)(F)F	-5	-13	0	i	i	-4	i	i	i	i	3
Cc1sc2ncnc(N3CCC(C(=O)NNC(=O)COc4ccc(Br)cc4)CC3)c2c1C	9	-18	-1	i	i	5	i	i	i	i	-1
COc1ccc2c(c1)CCC/C2=N\OC(=O)c1ccccc1F	-7	4	1	i	i	-3	i	i	i	i	-1
COc1ccc(Cl)cc1S(=O)(=O)Nc1ncn[nH]1	3	-7	2	i	i	0	i	i	i	i	-3
Fc1ccc(-n2nnnc2-c2cnc(-c3cccs3)nc2C(F)(F)F)cc1	1	-7	1	i	i	0	i	i	-9.7*	i	-2
CC(C)c1ccc(C(CC(=O)O)N2Cc3ccccc3C2=O)cc1 (centres undefined)	-4	-5	2	i	i	?	i	i	i	i	-1
COc1cc(NC(=O)c2ccc(NC3=NC4CS(=O)(=O)CC4S3)cc2)cc(OC)c1OC (centres undefined)	3	-7	-1	i	i	-2	i	i	i	i	0
O=S(=O)(Nc1cccc(-c2ccc(N3CCOCC3)nn2)c1)c1cc(Cl)ccc1Cl	1	-10	-2	i	i	-6	i	i	i	i	-2
Cc1sc2ncnc(SCc3ccco3)c2c1C	6	-7	-2	i	i	0	i	i	i	i	-1
CC(C)C(NC(=O)C1CCCCC1)C(=O)NC1CCCC(C)C1C (centres undefined)	3	-7	-1	i	i	-3	i	i	i	i	-4
C1=Nc2c(NCc3ccccc3)ncnc2Oc2ccccc21	1	-1	0	i	i	-5	i	i	i	i	4
Cc1coc2cc3oc(=O)c(CCC(=O)NC4CC4)c(C)c3cc12	16	-9	0	i	i	-7	i	i	i	i	-3
CCCNC(=O)CN1C(=O)NC(Cc2c[nH]c3ccccc23)C1=O (centres undefined)	-2	-3	-1	i	i	-3	i	i	i	i	1
